CIT2-GFP yeast: yeast TOR pathway CIT2-GFP modulation; GFP response vs DMSO, % at 10 µM; AID 2029; 0.065% of 320,000 active; S. cerevisiae CIT2-GFP strain, flow cytometry, 3 h; 100 means same as DMSO wells;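 active means GFP response relative to DMSO above a set limit, near the screen mean plus 3 SD, cut at about 150% in these data; inconclusive means Fewer than 70 cells measured for a yeast strain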;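 further: ratio of well median GFP fluorescence to mean of DMSO wells on the plate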
VLA-4 inh: inhibition in a human VLA-4 binding assay; 0.2% of 330,000 active; AID 2557; inhibition, % (about 7 µM as worked out from the volumes in the protocol); VLA-4 expressing cells, ligand binding flow cytometry; in the data active means inhibition above about 50%
Target sequence (P13612 whole entry, looked up): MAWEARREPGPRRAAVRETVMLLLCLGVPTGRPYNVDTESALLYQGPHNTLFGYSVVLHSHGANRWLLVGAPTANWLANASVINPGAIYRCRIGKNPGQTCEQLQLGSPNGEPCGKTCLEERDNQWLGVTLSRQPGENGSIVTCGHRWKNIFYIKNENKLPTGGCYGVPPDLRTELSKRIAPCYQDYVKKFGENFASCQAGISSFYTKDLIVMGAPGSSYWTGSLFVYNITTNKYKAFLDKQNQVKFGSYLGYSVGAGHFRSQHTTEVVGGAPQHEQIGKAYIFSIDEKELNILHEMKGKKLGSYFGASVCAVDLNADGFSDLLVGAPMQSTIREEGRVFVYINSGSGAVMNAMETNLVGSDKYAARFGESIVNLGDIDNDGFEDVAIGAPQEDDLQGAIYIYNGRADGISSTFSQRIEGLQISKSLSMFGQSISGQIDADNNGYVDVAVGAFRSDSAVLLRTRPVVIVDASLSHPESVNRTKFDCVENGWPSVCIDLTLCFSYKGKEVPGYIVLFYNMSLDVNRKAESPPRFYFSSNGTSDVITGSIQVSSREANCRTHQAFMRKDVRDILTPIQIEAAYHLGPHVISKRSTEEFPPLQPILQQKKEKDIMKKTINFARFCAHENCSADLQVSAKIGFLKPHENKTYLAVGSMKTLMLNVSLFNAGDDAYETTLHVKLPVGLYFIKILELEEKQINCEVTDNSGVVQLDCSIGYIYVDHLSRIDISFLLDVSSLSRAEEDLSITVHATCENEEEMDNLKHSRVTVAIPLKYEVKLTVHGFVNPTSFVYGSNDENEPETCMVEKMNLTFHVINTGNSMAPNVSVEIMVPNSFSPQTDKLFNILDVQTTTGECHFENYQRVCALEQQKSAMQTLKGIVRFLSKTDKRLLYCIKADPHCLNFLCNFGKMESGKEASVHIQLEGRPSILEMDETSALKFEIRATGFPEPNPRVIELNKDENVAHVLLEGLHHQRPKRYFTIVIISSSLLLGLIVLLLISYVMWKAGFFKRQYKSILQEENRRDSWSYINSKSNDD
GRK2 aptamer HTS: inhibitors of human GRK2 displacing RNA aptamer. inhibition of aptamer binding, % at 10 µM. 0.59% of 330,000 active. bead flow cytometry, FAM-aptamer displacement from GRK2;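 active means inhibition of aptamer binding above 40%, roughly 3 SD of noise, on plates passing a quality check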;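 further: median bead fluorescence of bound FAM aptamer so fluorescent compounds give negative values; no value below 0 was filed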
CR mimetic SO: caloric restriction mimetics inhibiting age-related superoxide in yeast. S. cerevisiae aged cells, superoxide DHE fluorescence; hits give low values. superoxide response (% of plate mean), % at 10 µM. 0.18% of 330,000 active. AID 2690;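 active means superoxide response under a set limit, about three screen SD below normal, cut at about 65% in these data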;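 further: yeast aged for seven days with compound at 30 °C before DHE staining; 100% = average MFI of all compound-treated wells on the plate with controls excluded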
MEP2-GFP yeast: alters MEP2-GFP fluorescence in TOR pathway yeast screen; S. cerevisiae MEP2-GFP strain, flow cytometry GFP, 3 h; 100% = DMSO control level; GFP response vs DMSO, % at 10 µM; 0.51% of 330,000 active; AID 2016;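 active means GFP response versus DMSO above a set limit, roughly screen mean plus 3 SD, cut at about 180% in these data; inconclusive means fewer than 70 cells counted for a yeast strain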;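 further: median GFP fluorescence of the barcode-gated MEP2-GFP cells per well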
LAP4-GFP MLPCN: modulators of TOR pathway LAP4-GFP in S. cerevisiae. S. cerevisiae LAP4-GFP multiplex, flow cytometry GFP, 3 h; median GFP as percent of DMSO wells. GFP response vs DMSO, % at 10 µM. 0.34% of 320,000 active. AID 2023;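 active means GFP response vs DMSO above a set limit, about the screen mean plus 3 SD, cut at about 150% in these data; inconclusive means under 70 cell events counted for the yeast strain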
AGP1-GFP MLPCN: yeast TOR pathway AGP1-GFP modulation | GFP response vs DMSO, % at 10 µM | AID 2066 | 0.02% of 320,000 active | S. cerevisiae AGP1-GFP multiplex flow cytometry, 3 h; GFP as percent of DMSO wells;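 active means GFP response relative to DMSO above a set limit, near screen average plus 3 SD, cut at about 150% in these data; inconclusive means fewer than 70 cells counted for the yeast strain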;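 further: median GFP channel fluorescence of the gated AGP1 strain per well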
RPL19A TOR yeast: alters RPL19A-GFP fluorescence in TOR pathway yeast screen. S. cerevisiae RPL19A-GFP strain, flow cytometry, 3 h; hits give low values. percent response vs DMSO, % at 10 µM. 0.3% of 330,000 active. AID 2025;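 active means percent response vs DMSO below 50%; inconclusive means fewer than 70 events counted for the yeast strain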;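 further: median channel GFP fluorescence of the barcoded RPL19A-GFP strain; ratio of sample median GFP to plate DMSO average so 100% = DMSO; lower means less RPL19A-GFP as with rapamycin TOR inhibition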
Active calls of the source: *; ? = inconclusive; . = not tested or not shown; [ ] = dose if it differs, or a comment.

Under each structure: CR mimetic SO	CIT2-GFP yeast	VLA-4 inh	RPL19A TOR yeast	LAP4-GFP MLPCN	MEP2-GFP yeast	AGP1-GFP MLPCN	GRK2 aptamer HTS
COc1cccc(CC2(CO)CCCN(Cc3ccc(CN4CCCCC4)s3)C2)c1 (stereo not drawn)
  112	108	1	108	98	108	103	0
Cc1sc2ncnc(N3CCC(C(=O)NCC(=O)Nc4ccc(F)c(F)c4)CC3)c2c1C
  103	104	-3	103	95	105	101	4
COc1cc2c(cc1NC(=O)c1cc(-c3ccccn3)nc3ccccc13)oc1ccccc12
  80	103	26	102	92	100	95	1
CCOc1ccccc1N(C)C(=O)CCS(=O)(=O)c1ccc2c(c1)NC(=O)CO2
  83	107	-5	99	89	106	100	0
N/C(=N\OC(=O)c1ccc2ccccc2c1)c1ccncc1
  123	108	5	106	86	102	93	3
CCC(=O)N(CCC1(C(C)C)CCOC(C)(C)C1)Cc1ccco1 (stereo not drawn)
  99	113	6	104	91	110	111	0
Oc1c(Cl)cc(Cl)cc1C=Nc1ccccc1N1CCCC1
  93	95	9	105	99	98	103	1
Cn1cccc1/C=N/N1CCN(Cc2cccc3ccccc23)CC1
  86	107	-4	101	111	103	110	.
COc1ccc(N(C)C(=O)c2oc(=O)c3ccccc3c2-c2ccccc2)c(OC)c1
  96	92	3	99	109	96	100	0
CCC(=O)NC(=S)Nc1cccc(NC(=O)c2ccc(Cl)cc2Cl)c1
  109	113	1	112	117	114	115	1
Cc1cccc(N(C)S(=O)(=O)c2nnc(NC(=O)c3ccco3)s2)c1
  118	108	-1	101	102	109	97	0
Cc1ccccc1NC(=S)N(CCN1CCOCC1)Cc1ccccc1F
  87	103	8	104	97	97	107	0
COc1ccc(C(=O)NC(=S)NNC(=O)c2cnccn2)cc1
  75	90	-3	105	241*	111	87	2
CCOC(=O)C1=C(C)N(c2ccc(Cl)cc2)C(=O)NC1c1cccc([N+](=O)[O-])c1 (stereo not drawn)
  84	105	-4	104	94	106	103	1
O=C(Nc1ccccc1N1CCCCC1)c1ncoc1-c1ccc(F)cc1
  102	97	9	98	99	105	99	7

Under each structure: CR mimetic SO	CIT2-GFP yeast	VLA-4 inh	RPL19A TOR yeast	LAP4-GFP MLPCN	MEP2-GFP yeast	AGP1-GFP MLPCN	GRK2 aptamer HTS
COc1ccc(C(C)=O)cc1COC(=O)CSC(C)C(=O)Nc1cc(C)on1 (stereo not drawn)
  101	94	31	98	99	94	102	0
O=C(NCc1cccnc1)c1ccc(COc2cccc3ccccc23)o1
  105	96	-6	98	90	100	100	3
Cc1ccc(C2N(c3ccccc3)C(=S)N3CCCN23)cc1 (stereo not drawn)
  102	93	-3	96	104	93	98	0
Cc1cc(C(=O)N2CCCC(Nc3ccc(C(C)C)cc3)C2)nn1C (stereo not drawn)
  121	94	6	115	78	107	94	0
COc1ccc(NC(=O)COc2cc(C)cc(C)c2)cc1S(=O)(=O)N1CCCCC1
  98	91	-2	94	107	104	103	27
COc1cc(NC(=S)NC2CC(C)(C)NC(C)(C)C2)cc(OC)c1
  93	97	8	96	97	90	99	1
CCC(Oc1ccccc1)C(=O)NC1CCSC1=O (stereo not drawn)
  91	105	-1	97	110	146	104	0
CCOc1ccc(-c2c(C(=O)N/N=C/c3ccncc3)nnn2-c2nonc2N)cc1
  75	81	5	101	100	117	95	0
CC1=Nc2cc(C(=O)NCc3ccco3)ccc2Sc2ccc(C)cc21
  109	85	15	91	103	97	92	0
COc1ccc(NC(=S)N(CCC(C)C)C2CCN(C(C)C)CC2)cc1Cl
  117	100	9	102	97	117	99	0
COc1ccc(C(=O)NCc2cc3ccccc3n2C)cc1
  95	97	21	103	83	102	91	0
COCCn1c(=NC(=O)CSCC(=O)Nc2cc(C)on2)sc2cc(C(=O)OC)ccc21
  100	102	4	102	92	104	107	0
Cc1ccccc1CC1(CO)CCCN(C(=O)CCCN2CCCCC2=O)C1 (stereo not drawn)
  97	97	-25	98	91	98	100	0
O=C(COC(=O)CCNS(=O)(=O)c1ccccc1)NC1CC1
  118	111	7	106	107	106	104	2
COC(=O)c1c(-c2ccccc2OC)sc2cc3c(cc12)OCO3
  88	91	16	103	99	96	101	1

Under each structure: CR mimetic SO	CIT2-GFP yeast	VLA-4 inh	RPL19A TOR yeast	LAP4-GFP MLPCN	MEP2-GFP yeast	AGP1-GFP MLPCN	GRK2 aptamer HTS
O=C(NCCCCCNC(=O)c1ccccn1)c1ccccn1
  111	90	8	99	89	?	?	2
CCCN1C(=O)CSC1=Nc1ccccc1
  105	95	6	105	95	103	97	2
N#Cc1ccc(OCC(=O)N/N=C2\CCc3ccccc32)cc1
  100	98	5	99	96	106	106	0
COC(=O)c1ccc(CNC(=O)C2CCC(=O)N(CCCc3ccccc3)C2)cc1 (stereo not drawn)
  108	93	-4	95	98	100	96	5
COc1ccc(-c2cc(C)no2)cc1S(=O)(=O)N1CCN(C(=O)c2ccco2)CC1
  102	111	-10	107	113	115	114	0
Cc1cc(NC(=O)CSc2nnc(-c3ccccc3C)n2C)no1
  81	97	-7	99	99	99	100	0
CCOC(=O)c1c(O)c2ccccc2n(-c2ccccc2)c1=O
  90	?	-7	58[may fluoresce violet]	100[may fluoresce violet]	218*[may fluoresce violet]	?	0
CN(C)S(=O)(=O)c1cc(NC(=O)CSc2ncc(C(F)(F)F)cc2Cl)ccc1Cl
  118	99	13	101	96	102	102	0
COc1ccccc1CCNC(=O)C1CCN(C(=O)/C=C/c2ccccc2)CC1
  95	104	-1	100	91	103	93	5
CCOC(=O)c1c(NC(=O)COC(=O)c2cnccn2)sc(C)c1C
  97	93	7	91	92	95	98	1
CCC(Oc1ccccc1)C(=O)NCc1cccnc1 (stereo not drawn)
  92	93	8	100	98	101	100	0
CC1CCN(C(=O)CN2C(=O)NC(C)(c3ccc4ccccc4c3)C2=O)CC1 (stereo not drawn)
  103	95	2	100	98	97	104	0
Cc1cc(N2CCOCC2)nc2ccc(NC(=O)CCC(=O)N3CCN(c4ccc(F)cc4)CC3)cc12
  102	104	-3	108	94	106	103	0
CCN(C(=O)CN1CCN(Cc2ccccc2)CC1)c1c(N)n(Cc2ccccc2)c(=O)[nH]c1=O
  96	100	4	95	104	102	109	5
Nc1c(C(=O)NC2CCCC2)sc2nc(-c3cccs3)ccc12
  109	86	3	95	105	102	93	3

Under each structure: CR mimetic SO	CIT2-GFP yeast	VLA-4 inh	RPL19A TOR yeast	LAP4-GFP MLPCN	MEP2-GFP yeast	AGP1-GFP MLPCN	GRK2 aptamer HTS
Cc1cc(NC(=O)Cc2ccccc2)no1
  95	94	23	101	86	95	96	3
CC(C)(C)NC(=O)CCC1COc2ccccc2O1 (stereo not drawn)
  81	94	4	95	107	103	101	1
Cn1c(SCc2ccc(Br)cc2)nnc1-c1cccs1
  136	82	0	100	97	100	98	4
CCOC(=O)C1CCN(C(=O)CCNS(=O)(=O)c2cc(Br)cnc2N)CC1
  112	93	5	100	115	120	95	1
COc1ccccc1NS(=O)(=O)c1ccc(C)c(C(=O)NCCCN2CCCC2=O)c1
  112	94	-1	97	108	103	100	2
O=C(COc1cccc(C(F)(F)F)c1)Nc1ccc(S(=O)(=O)N2CCCCC2)cc1
  98	94	34	94	94	95	95	0
O=C(CN1CCOCC1)Nc1cccc(Cl)c1Cl
  101	100	16	103	97	102	103	1
CN(C)c1cc(-c2ccccc2)nc(N)n1
  103	100	18	100	100	106	100	0
COc1ccc(O[C@H]2C=C[C@@H](c3ccccc3)O[C@@H]2COC(=O)CC/C(C)=N/O[C@H](C)c2cn([C@@H]3COC[C@H]3O)nn2)cc1
  97	108	18	102	120	90	90	4
CCN1C(=NCCc2cccnc2)N[C@@H](c2ccccc2)C(C(=O)OC)=C1C
  92	78	15	98	107	89	86	5
Cc1cc(C(=O)NCC(c2ccco2)N2CCCC2)c2ccccc2n1 (stereo not drawn)
  110	96	-9	98	107	101	97	0
C=CCn1c(N)cc(=O)nc1SC(C)C(=O)Nc1ccc(C(=O)OCC)cc1 (stereo not drawn)
  74	90	-2	110	72	93	91	2
CN1CCN(C(=O)c2cc([N+](=O)[O-])cc([N+](=O)[O-])c2)CC1
  107	100	0	100	94	101	99	15
Nc1nnc(SCC(=O)N2CCc3ccccc32)n1-c1ccccc1
  103	100	8	99	101	99	102	0
CCOC(=O)c1c(C=O)c2ccccc2n1CC
  87	81	7	94	103	92	88	0

Under each structure: CR mimetic SO	CIT2-GFP yeast	VLA-4 inh	RPL19A TOR yeast	LAP4-GFP MLPCN	MEP2-GFP yeast	AGP1-GFP MLPCN	GRK2 aptamer HTS
COc1cc(C(C)=O)ccc1Oc1ncnc2c1cnn2-c1ccc(C)c(C)c1
  78	93	8	110	97	111	106	0
COc1cc(CNCCc2ccc(S(N)(=O)=O)cc2)ccc1OCc1ccc(Cl)cc1
  92	103	8	108	110	108	110	0
COc1cccc(OCc2nn3c(=O)c(-c4ccccc4)nnc3s2)c1
  98	94	-11	101	94	102	95	2
COc1ccc(NC(=O)c2cc([N+](=O)[O-])ccc2N2CCCC2)cc1
  100	101	0	98	98	94	98	0
O=C(C[C@H]1C(=O)N(CCc2ccccc2)C[C@@H]1Cc1ccccc1)Nc1ccccc1
  96	111	-7	106	138	100	98	5
O=C(CC1C(=O)NCCN1Cc1ccoc1)NCc1cccc(OC(F)(F)F)c1 (stereo not drawn)
  79	105	1	98	112	98	105	0
Cc1ccc(C)c(NC(=O)NNC(=O)c2cc3occc3[nH]2)c1
  111	108	41	97	97	100	103	0
CC1(C)CC(=O)C(C=NCCO)=C(O)C1
  106	100	4	102	104	110	104	5
O=C(Nc1ccc(F)c(Cl)c1)C1CC2CCC1C2 (stereo not drawn)
  105	89	0	98	96	101	87	0
COc1ccccc1N1C(=O)C2CC=CC(C)C2C1=O (stereo not drawn)
  69	97	13	95	96	100	97	3
Cc1cccc(Oc2ccc3c(c2)cc(C(=O)O)n3C)c1
  104	100	-13	102	109	128	94	1
Cc1oc(/N=C/c2ccc(Cl)cc2)c(C#N)c1C
  102	91	-13	95	106	99	96	0
C/C(=N\NC(=O)c1ccc(N2CCCC2=O)cc1)c1ccc(O)cc1O
  103	98	4	103	95	101	100	0
COc1ccc(OCCCC(=O)NC(C)c2ccccc2)cc1 (stereo not drawn)
  82	?	5	84[may fluoresce violet]	93[may fluoresce violet]	108[may fluoresce violet]	22[may fluoresce violet]	2
COc1ccc(C2N(c3ccccc3)C(=O)C2(F)F)cc1OC (stereo not drawn)
  94	107	20	99	97	110	100	7

Under each structure: CR mimetic SO	CIT2-GFP yeast	VLA-4 inh	RPL19A TOR yeast	LAP4-GFP MLPCN	MEP2-GFP yeast	AGP1-GFP MLPCN	GRK2 aptamer HTS
CC(=O)NCCC(=O)N1CCCC(N2CCN(c3cccc(Cl)c3)CC2)C1 (stereo not drawn)
  107	104	6	109	98	107	107	5
CCC(C)(NC(=O)c1ccccn1)C(=O)NC1CCCCC1 (stereo not drawn)
  100	99	5	99	97	103	106	0
CC(=O)Nc1n[nH]c(S(=O)(=O)Cc2ccc(Cl)cc2Cl)n1
  102	103	0	93	97	99	100	4
Cc1c(Oc2ccc(C(F)(F)F)cc2[N+](=O)[O-])ccc2c3c(c(=O)oc12)CCC3
  94	103	-2	100	96	103	97	4
O=C(NCCc1ccccc1)C(=O)N/N=C/c1ccc2c(c1)OCO2
  95	108	-2	98	102	102	95	0
CCOC(=O)c1c(S(=O)(=O)NCCc2ccccc2)c(C)n(C)c1C
  97	104	16	106	104	108	109	2
COc1ccc(-n2ncc3c(NCCN4CCOCC4)ncnc32)cc1
  105	98	8	97	94	98	101	2
CCCCCCCCn1cc(C(C)=O)c(=O)[nH]c1=O
  105	102	2	98	104	97	94	0
